PPARg SRC-3 ag – promotes SRC-3 coactivator recruitment by human PPARgamma; AID 731; activation, % at 8 µM; biochemical PPARgamma/SRC-3 coactivator recruitment assay; hit rate 0.26% among 200,000; P37231; in the data active means activation above about 23%;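 further: 0% = DMSO and 100% = reference agonist; some compounds past the cut are filed as inactive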
Target sequence (P37231 whole entry, looked up): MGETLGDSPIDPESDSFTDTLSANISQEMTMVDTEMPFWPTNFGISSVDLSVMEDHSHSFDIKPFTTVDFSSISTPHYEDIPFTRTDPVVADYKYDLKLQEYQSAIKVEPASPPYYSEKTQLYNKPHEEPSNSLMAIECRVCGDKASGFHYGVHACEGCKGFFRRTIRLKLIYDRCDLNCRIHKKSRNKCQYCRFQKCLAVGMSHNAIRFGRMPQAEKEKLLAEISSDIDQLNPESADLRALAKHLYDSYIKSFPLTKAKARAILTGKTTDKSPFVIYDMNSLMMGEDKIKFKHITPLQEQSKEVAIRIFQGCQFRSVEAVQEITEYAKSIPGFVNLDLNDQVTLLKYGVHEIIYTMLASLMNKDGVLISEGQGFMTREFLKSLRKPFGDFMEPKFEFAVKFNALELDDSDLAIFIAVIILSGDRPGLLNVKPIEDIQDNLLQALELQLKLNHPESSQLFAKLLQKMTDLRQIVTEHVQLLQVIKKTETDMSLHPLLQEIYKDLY
ROMK mod – modulates human ROMK potassium channel activity. P48048. Tet-inducible ROMK, thallium flux fluorescence; actives lie on both sides. B-score at 10 µM. hit rate 2% among 130,000;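 active means signal ratio slope over the read window, or its plate-corrected B-score, at least 3 SD from the plate mean, either direction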;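 further: B-score of the F/F0 ratio slope over 7 to 12 s after thallium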
STAT3 activator – increases IL-6 driven STAT3 reporter signal; U3A cells, IL-6 STAT3-luciferase reporter, luminescence; 100% = signal with IL-6 EC80 alone; activation (% of control), % at 5.6 µM; hit rate 0.91% among 190,000;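 active means activation above the screen-wide mean of compound activation plus 3 SD, cut at about 130% in these data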;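 further: 0% = background luminescence of wells with medium and substrate only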
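Test system: Human STAT1-deficient U3A cells with stable STAT3-luciferase reporter | Also added: Interleukin-6, 33 ng/mL | Timing: Compound pre-incubation 1 h before IL-6, then 6 h stimulation at 37 °C | Technique: Luciferase reporter luminescence | Read-out: Percent of IL-6-only median luminescence | Benchmarks: IL-6-only wells as 100% reference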
TNAP act hiacc – increases human TNAP activity under high phosphate acceptor concentration; P05186; purified TNAP, CDP-star luminescence, 1 M DEA, 30 min; active compounds read high; 0 = EDTA background, 1 = DMSO-only activity; activation factor at 20 µM; 200,000 tested, under 10 active; AID 1136;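 active means activation factor at least 2 at 20 µM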
Target sequence (P05186 whole entry, looked up): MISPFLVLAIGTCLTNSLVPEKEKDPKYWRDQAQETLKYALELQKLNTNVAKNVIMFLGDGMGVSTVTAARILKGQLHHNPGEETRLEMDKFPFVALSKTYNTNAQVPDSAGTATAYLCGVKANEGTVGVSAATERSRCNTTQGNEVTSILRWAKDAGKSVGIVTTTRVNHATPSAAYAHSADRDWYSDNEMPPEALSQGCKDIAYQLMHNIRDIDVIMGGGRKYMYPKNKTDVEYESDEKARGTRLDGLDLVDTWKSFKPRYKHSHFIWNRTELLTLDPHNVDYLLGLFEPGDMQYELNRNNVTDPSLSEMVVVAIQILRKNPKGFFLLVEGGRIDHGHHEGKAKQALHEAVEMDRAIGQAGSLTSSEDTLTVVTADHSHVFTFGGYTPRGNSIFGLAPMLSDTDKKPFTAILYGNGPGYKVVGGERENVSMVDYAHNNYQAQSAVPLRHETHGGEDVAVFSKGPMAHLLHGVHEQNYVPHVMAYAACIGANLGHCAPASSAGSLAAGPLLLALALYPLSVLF
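Assay system: human TNAP; Input: enzyme diluted 1/800 final; Reagent: CDP-star luminogenic substrate at 100 µM final; Timing: 30 min, room temperature; Signal: luminescence; Evaluation: TNAP activation factor scaled between EDTA and DMSO control wells.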
TR-FRET SRC-2 ct – counter-screen for PPARgamma SRC-2 recruitment agonists: TR-FRET artefact; TR-FRET ratio at 8 µM; active compounds read high; hit rate 0.4% among 200,000; in the data active means TR-FRET ratio above about 2000; further: inactives centre near 1500
PPARg SRC2 recr – PPARgamma-driven SRC-2 recruitment agonism; PPARgamma LBD-SRC-2 recruitment, biochemical; activation, % at 8 µM; hit rate 0.34% among 200,000; AID 1032; in the data active means activation above about 22%;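 further: 0% = vehicle and 100% = reference agonist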
bIAP inh – intestinal alkaline phosphatase (bovine) inhibition. inhibition, % at 20 µM. purified bovine IAP, CDP-star luminescence, 30 min. 190,000 tested, under 10 active. AID 1019;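 active means over 50% inhibition of intestinal alkaline phosphatase at 20 µM in the single-dose screen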
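System: purified bovine intestinal alkaline phosphatase (IAP) enzyme; Input: IAP diluted 1/65,000,000 in the well; Measured by: CDP-star luminescence signal; Compound dosing: 20 µM single dose; Incubation: 30 min reaction at room temperature.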
STAT1 blocker – inhibitors of IFN-gamma induced STAT1 signaling. inhibition, % at 5.5 µM. AID 920. hit rate 0.35% among 200,000. NIH 3T3 STAT1-luciferase reporter, luminescence;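 active means inhibition above a set limit, the mean inhibition across all tested compounds plus 3 SD, cut at about 34% in these data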;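 further: 0% = IFN-gamma with DMSO and 100% = IFN-gamma with 300 µM nifuroxazide; values of inactives mirror those of a sister screen read the other way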
bIAP act – increases bovine intestinal alkaline phosphatase activity | purified bovine IAP, CDP-star luminescence, 30 min; active compounds read high; fold of DMSO-control signal, blank-subtracted | activation factor at 20 µM | hit rate 0.17% among 200,000 | AID 1016;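 active means activation factor of 2 or more at 20 µM, a signal rise over negative controls twice the positive control's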
STAT3 inh – STAT3 signaling inhibition | AID 862 | inhibition, % at 5.5 µM | U3A cells, IL-6 STAT3-luciferase reporter, luminescence; host cell line lacks STAT1 | hit rate 0.89% among 190,000;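 active means inhibition above the mean inhibition across all screened compounds plus 3 SD, cut at about 44% in these data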;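 further: 0% = DMSO only wells and 100% = 100 µM nifuroxazide control wells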
PPARg SRC1 recr – agonists of human PPARgamma SRC-1 coactivator recruitment. PPARgamma-SRC-1 coactivator recruitment biochemical assay. activation, % at 8 µM. hit rate 0.41% among 200,000; in the data active means activation above about 19%;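 further: 0% = DMSO and 100% = reference agonist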
* hit, by the source's call; . = no result given.

SMILES	PPARg SRC-3 ag	ROMK mod	STAT3 activator	TNAP act hiacc	TR-FRET SRC-2 ct	PPARg SRC2 recr	bIAP inh	STAT1 blocker	bIAP act	STAT3 inh	PPARg SRC1 recr
Cc1ccc(CNC(=O)Cc2cccs2)cc1	-3	.	115	1.1	1411	0	14	-16	0.9	-17	-2
Cc1ccc(-c2[nH]nc3c2C(c2ccoc2)C(C#N)=C(N)O3)cc1C (centres undefined)	18	.	96	1	1543	3	10	11	0.9	8	1
CCn1nnc(NC(=O)C(c2ccccc2)c2ccccc2)n1	6	-7.3*	110	1	1458	-5	9	1	0.9	-7	-1
CCOC(=O)CSc1cc(=O)n(CC)c2ccccc12	32*	.	98	1.1	2136*	36*	10	-4	0.9	6	28*
Cn1ncc(C#N)c1NC(=O)C1CC(c2c(F)cccc2Cl)=NO1 (centres undefined)	9	.	100	1	1581	-1	5	-4	0.9	3	1
CCCCn1c(=O)[nH]c(=O)c2c1nc(-c1ccc3ccccc3c1)n2CC	-1	0.47	95	1.1	1429	-3	1	6	1	13	-1
COC(=O)c1c(NC(=O)C2Cc3ccccc3C(=O)O2)sc2c1CCCC2 (centres undefined)	-3	.	97	1	1569	4	9	-2	0.9	2	-2
CCOC(=O)N1CCN(c2cc(C)c([N+](=O)[O-])cc2F)CC1	2	-0.53	89	1	1528	-3	16	23	0.8	15	1
CN(Cc1ccccc1)C(=O)CSc1nc2ccccc2c(=O)n1Cc1ccco1	3	.	128	1.1	1626	11	-6	2	1.1	-28	4
CCOC(=O)C1=C(C)NC(=O)NC1c1ccccc1Cl (centres undefined)	-5	0.15	94	1	1402	6	18	-3	0.8	10	-4
COc1ccccc1/C=C/CN1CCOCC1	-4	.	102	1	1544	6	6	1	0.9	3	0
c1cncc(-c2nnc(-c3cccs3)o2)c1	-5	0.74	90	1	1391	1	8	-25	0.9	14	4
COc1ccc(S(=O)(=O)N2CCCC2C(=O)Nc2ccc(C)cc2)cc1 (centres undefined)	-1	.	85	1.1	1571	3	-3	-2	1	22	4
Cn1c(=O)c2c(nc(N3CCc4ccccc4C3)n2Cc2ccc(Br)cc2)n(C)c1=O	18	-0.53	109	1	1656	9	-6	8	1.1	-8	-4
CC(=O)c1cc(C#N)c(SCC(=O)Nc2nccs2)nc1C	8	-0.39	81	1	1554	8	0	-11	1	26	6
O=S1(=O)C[C@@H](O)[C@@H](Nc2ccc(Cl)cc2)C1	1	0.29	102	1	1727	14	4	-3	1	2	3
COc1ccccc1N(CC(=O)NCCSc1ccccc1)S(C)(=O)=O	-11	0.74	90	1	1585	4	-5	-9	1.1	11	6
COc1ccc(C=O)cc1Cn1cnc2c(cnn2C)c1=O	-6	0.71	92	1	1632	0	1	2	1	17	1
Cc1ccc(S(=O)(=O)NC(CC(=O)n2nc(C)cc2C)c2ccccc2)cc1 (centres undefined)	-7	0.42	95	1	1616	1	4	-7	1	4	3
COc1cccc(C(=O)SC2=NCCS2)c1	25	-1.4	102	1	1444	0	5	2	1	-2	4

Two records picked at random from the list so far:
SMILES	PPARg SRC-3 ag	ROMK mod	STAT3 activator	TNAP act hiacc	TR-FRET SRC-2 ct	PPARg SRC2 recr	bIAP inh	STAT1 blocker	bIAP act	STAT3 inh	PPARg SRC1 recr
CCOC(=O)C1=C(C)NC(=O)NC1c1ccccc1Cl (centres undefined)	-5	0.15	94	1	1402	6	18	-3	0.8	10	-4
COc1ccccc1/C=C/CN1CCOCC1	-4	.	102	1	1544	6	6	1	0.9	3	0

The list goes on.
SMILES	PPARg SRC-3 ag	ROMK mod	STAT3 activator	TNAP act hiacc	TR-FRET SRC-2 ct	PPARg SRC2 recr	bIAP inh	STAT1 blocker	bIAP act	STAT3 inh	PPARg SRC1 recr
CCCn1nnnc1-c1ccc(Cl)cc1	2	.	101	1	1445	3	-12	-6	1.1	5	0
Cc1ccc(CNC(=O)CC2Sc3ccccc3NC2=O)cc1 (centres undefined)	-2	1.2*	95	1	1418	1	-1	-3	1	9	-9
N#CCSCC(=O)Nc1ccc(Br)cc1	8	0.31	94	1	1586	4	15	2	0.8	8	3
CC(=O)NNC(=S)NC(=O)c1cccc([N+](=O)[O-])c1	0	1.8	95	1	1621	15	-4	2	1	6	3
CCNC(=O)C(=O)NCc1ccncc1	3	0.73	103	1	1454	-4	-2	4	1	-3	4
Cc1ccc(OCC(=O)Nc2ccc(O)c(C(=O)O)c2)cc1C	6	.	97	1	1552	-4	2	7	1	7	9
CCCCNC(=O)c1ccc(CNc2c(N3CCC(C(=O)OCC)CC3)c(=O)c2=O)cc1	4	.	102	1	1486	2	15	-10	0.9	1	2
O=C(COC(=O)c1cc([N+](=O)[O-])ccc1NCCO)Nc1ccc2c(c1)OCO2	-4	-0.16	83	1	1637	10	-6	-5	1.1	25	-5
COc1ccc(N/C=C(\C(C)=O)c2ccc(OC)c(OC)c2)cc1OC	2	0.12	100	1	1716	15	-18	10	1.2	4	7
COc1ccc(C(C)C)cc1S(=O)(=O)Nc1ccncc1	4	-0.19	95	1	1758	0	5	-3	0.9	8	5
O=C(CN(C(=O)CSc1nc2ccccc2o1)c1ccccc1)NC1CCCCC1	-1	.	105	1	1480	-3	0	0	1	5	3
Cc1cccc(OCC(O)CN2CCN(C3CCCCC3)CC2)c1 (centres undefined)	-1	0.79	100	1	1481	1	0	-8	1	5	0
CCOc1ccccc1NC(=O)C1CCN(C(=O)c2cccs2)CC1	1	-0.26	92	1.1	1727	1	4	2	1	15	2
COc1ccc(Cl)cc1NC(=O)CN(C)C(=O)CNC(=O)C12CC3CC(CC(C3)C1)C2	3	1.7	99	1.1	1457	6	-17	-3	1.2	1	7
O=S(=O)(O)c1nc2ccccc2n1Cc1ccc(Cl)cc1Cl	-6	-0.57	107	1	1534	-1	4	5	1	-3	-4
CCOC(=O)c1c(C)nc(-c2ccccc2)nc1NC(C)=O	9	-0.83	92	1.1	1421	0	0	-8	1	18	0
Cc1cc(C)nc(Oc2ccc([N+](=O)[O-])cc2)n1	-1	-1.2	103	1	1423	-2	2	-14	1	4	-5
COC(=O)c1cc(NC(=O)CC2C(=O)NCCN2C(=O)c2ccccc2)cc(C(=O)OC)c1 (centres undefined)	7	.	102	1	1531	4	-1	-1	1	4	7
CCCC(c1nnnn1Cc1ccc(F)cc1)N1CCN(CC)CC1 (centres undefined)	-1	-0.87	104	1	1626	11	-22	-5	1.2	-4	3
COC(=O)CCSCC(=O)Nc1cc(C)on1	-6	-0.079	100	1	1496	6	-6	-6	1.1	2	4
c1csc(-c2ccc3ccccc3n2)c1	1	-0.37	88	1.1	1751	-5	5	-52	0.9	16	-1
Cc1cccc(-n2nnnc2SCC(=O)c2cc(C)n(CC3CCCO3)c2C)c1 (centres undefined)	-3	.	103	1	1601	3	1	2	1	2	2
CC(=O)Nc1ccc(S(=O)(=O)NCc2cn3ccsc3n2)cc1	5	.	96	1	1349	1	8	-10	0.9	8	-6
O=C(COC(=O)CCc1c[nH]c2ccccc12)Nc1cc([N+](=O)[O-])ccc1Cl	-3	0.13	107	1	1569	2	6	1	0.9	-8	-1
O=c1[nH]c(NCc2ccccc2)nc2c1CCC2	0	.	101	1.1	1399	-7	12	4	0.9	4	1
Nc1[nH]ncc1C(=O)Nc1cccc(C(F)(F)F)c1	3	-0.82	99	1	1309	3	-3	-1	1	5	-2
Cc1ccc(NCN2C(=O)c3ccccc3C2=O)c(C)c1	3	0.89	107	1.1	1402	-2	3	-5	1	-2	1
Cc1ccc(S(=O)(=O)C(CCC(=O)N2CCOCC2)S(=O)(=O)c2ccc(C)cc2)cc1	11	.	102	1	1737	7	0	3	1	3	6
O=C(NNC(=O)c1cc2cc3ccccc3nc2s1)c1cccc(C(F)(F)F)c1	0	.	100	1	1363	1	-19	1	1.2	2	-12
Nc1nc(-c2nonc2N)no1	4	0.28	92	1	1709	7	-12	-2	1.1	12	0
O=C(Nc1ncc(Cc2ccc(C(F)(F)F)cc2)s1)c1ccc(-c2cccc([N+](=O)[O-])c2)o1	-1	.	93	1	1564	4	-34	8	1.3	11	-2
CC(Sc1nc2nn(-c3ccccc3)c(=O)c-2c2n1CCCCC2)C(N)=O (centres undefined)	1	-0.8	93	1	1631	12	14	4	0.9	12	-2
C/C(=N\O)c1ccc2c3ccccc3n(C)c2c1	2	.	104	1	1581	4	28	-25	0.7	-1	1
CCn1c(SCC(=O)Nc2ccccc2N2CCOCC2)nnc1-c1ccccc1O	-17	-0.24	95	1	1551	-3	-5	3	1.1	8	-2
COC(=O)CCC(=O)Nc1ccccc1C(=O)Nc1ccccc1	-4	.	101	1	1500	-3	1	1	1	4	-9
Cc1cc2nnc(SCC(=O)NCc3cccs3)n2c(N)n1	8	.	103	1	1614	2	6	5	0.9	1	5
CCOC(=O)c1c(NC(=O)COc2ncnc3sccc23)sc2c1CCC2	-4	.	99	1.1	1408	8	5	-7	0.9	6	-6

Some of these compounds in order of heavy-atom count, lowest first.
SMILES	PPARg SRC-3 ag	ROMK mod	STAT3 activator	TNAP act hiacc	TR-FRET SRC-2 ct	PPARg SRC2 recr	bIAP inh	STAT1 blocker	bIAP act	STAT3 inh	PPARg SRC1 recr
Nc1nc(-c2nonc2N)no1	4	0.28	92	1	1709	7	-12	-2	1.1	12	0
c1cncc(-c2nnc(-c3cccs3)o2)c1	-5	0.74	90	1	1391	1	8	-25	0.9	14	4
COc1ccccc1/C=C/CN1CCOCC1	-4	.	102	1	1544	6	6	1	0.9	3	0
CCOC(=O)CSc1cc(=O)n(CC)c2ccccc12	32*	.	98	1.1	2136*	36*	10	-4	0.9	6	28*
CC(=O)Nc1ccc(S(=O)(=O)NCc2cn3ccsc3n2)cc1	5	.	96	1	1349	1	8	-10	0.9	8	-6
Cn1ncc(C#N)c1NC(=O)C1CC(c2c(F)cccc2Cl)=NO1 (centres undefined)	9	.	100	1	1581	-1	5	-4	0.9	3	1
COc1ccccc1N(CC(=O)NCCSc1ccccc1)S(C)(=O)=O	-11	0.74	90	1	1585	4	-5	-9	1.1	11	6
O=C(NNC(=O)c1cc2cc3ccccc3nc2s1)c1cccc(C(F)(F)F)c1	0	.	100	1	1363	1	-19	1	1.2	2	-12
COc1ccc(Cl)cc1NC(=O)CN(C)C(=O)CNC(=O)C12CC3CC(CC(C3)C1)C2	3	1.7	99	1.1	1457	6	-17	-3	1.2	1	7
COC(=O)c1cc(NC(=O)CC2C(=O)NCCN2C(=O)c2ccccc2)cc(C(=O)OC)c1 (centres undefined)	7	.	102	1	1531	4	-1	-1	1	4	7
